Compound activity (PubChem BioAssay)
INS-1E GSIS act = primary screen for activators of insulin secretion dependent on glucose, INS-1E cells, GLuc reporter luminescence. AID 743287. activation, % at 16.6 µM. hit rate 0.61% among 370,000. INS-1E GLuc reporter insulin secretion, 2-3 h;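 active = lowest replicate activation of at least 40%, so every replicate reaches that level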;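 also: 0% = median of neutral control wells and 100% = median of IBMX positive control wells; some compounds called inactive have numbers as strong as hits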
CFTR F508del cor = CFTR F508del correction in bronchial cells; CFBE cells, YFP halide quenching; stimulated with forskolin plus potentiator P3; % fluorescence drop versus neutral controls; activity (quench increase), % at 7.58 µM; hit rate 0.36% among 350,000;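 active = mean added fluorescence quench of at least 8% versus neutral control, with both replicates also reaching 8%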;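 also: cells transiently co-express mutant CFTR-F508del with the halide-sensitive YFP; corrector assay measuring rescue of mutant channel to the surface after 24 h compound exposure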
* hit, by the source's call. This is a subset, so the mix of outcomes need not match the whole.

| nr | structure | INS-1E GSIS act | CFTR F508del cor |
| --- | --- | --- | --- |
| 1 | COc1ccc2c3c(n(C)c2c1)[C@H](CO)N(Cc1ccccn1)CC31CCN(Cc2ccccn2)CC1 | -11 | 2.2 |
| 2 | C[C@H](NC(=O)[C@H]1[C@H](CO)[C@H]2Cn3c(ccc(C4=CCCC4)c3=O)[C@@H]1N2C(=O)C1CC1)c1ccccc1 | -11 | -1.7 |
| 3 | Cc1ccc(NCc2nnc(SCC(N)=O)o2)c(C)c1 | -6 | 0.5 |
| 4 | CCCNC(=O)N1CC2(CN(CC3CCCC3)C2)c2c(n(C)c3cc(OC)ccc23)[C@H]1CO | -15 | 4.9 |
| 5 | CC(=O)NC1(c2ccccc2)CCN(CC(=O)N2CCC(C)CC2)CC1 | 3 | -1.6 |
| 6 | COc1cccc(Oc2coc3cc(OC(=O)N4CCOCC4)ccc3c2=O)c1 | 11 | 0.5 |
| 7 | O=C(/C=C/c1ccco1)OCc1nnc(-c2ccc(Cl)cc2)o1 | -4 | 0.5 |
| 8 | O=c1c(-c2ccccc2)cocc1-c1ccccc1 | 7 | 2.9 |
| 9 | NC(=O)c1ccsc1NC(=O)CCS(=O)(=O)c1ccccc1 | 1 | -2.8 |
| 10 | CC1(C)CC2(CC(c3ccccc3)Oc3cc(O)ccc32)NC(=O)N1 (centres undefined) | -23 | -0.1 |

| nr | structure | INS-1E GSIS act | CFTR F508del cor |
| --- | --- | --- | --- |
| 11 | CCCN(CCC)C(C)C(=O)NCC1(c2ccccc2)CCCC1 (centres undefined) | 24 | -1.9 |
| 12 | Cc1cc(OCC(=O)Nc2ccc(F)c(F)c2)nc(C(C)C)n1 | -9 | 0.7 |
| 13 | COc1ccc(CCN=C(N)NS(=O)(=O)c2ccc(C)cc2)cc1OC | 20 | -1.6 |
| 14 | COc1ccc2c3c([nH]c2c1)[C@@H](CO)N(C(=O)Nc1ccc(F)cc1)CC31CN(S(=O)(=O)c2ccccc2)C1 | -32 | 5.0 |
| 15 | O=C(CSc1nc2ccccc2c(=O)n1Cc1ccc(F)cc1)NCc1cccs1 | 8 | 3.7 |
| 16 | Cc1nn(CCOc2cccc(Br)c2)c(C)c1[N+](=O)[O-] | 2 | 0.1 |
| 17 | COc1c(Cl)cc(Cl)cc1CNCc1ccccc1 | 7 | -3.0 |
| 18 | NC(=O)C[n+]1cccc(C(N)=O)c1 | 2 | 1.8 |
| 19 | Cc1ccc(C2(c3ccc(C)cc3)CC2C(=O)NCc2cccnc2)cc1 (centres undefined) | -25 | 2.3 |
| 20 | Cc1c(Cl)cccc1NC(=S)NC1CCN(C(C)C)CC1 | -3 | -1.9 |

Sorted by the number under CFTR F508del cor (rising): seven of the compounds above.
| nr | structure | INS-1E GSIS act | CFTR F508del cor |
| --- | --- | --- | --- |
| 20 | Cc1c(Cl)cccc1NC(=S)NC1CCN(C(C)C)CC1 | -3 | -1.9 |
| 5 | CC(=O)NC1(c2ccccc2)CCN(CC(=O)N2CCC(C)CC2)CC1 | 3 | -1.6 |
| 10 | CC1(C)CC2(CC(c3ccccc3)Oc3cc(O)ccc32)NC(=O)N1 (centres undefined) | -23 | -0.1 |
| 6 | COc1cccc(Oc2coc3cc(OC(=O)N4CCOCC4)ccc3c2=O)c1 | 11 | 0.5 |
| 12 | Cc1cc(OCC(=O)Nc2ccc(F)c(F)c2)nc(C(C)C)n1 | -9 | 0.7 |
| 1 | COc1ccc2c3c(n(C)c2c1)[C@H](CO)N(Cc1ccccn1)CC31CCN(Cc2ccccn2)CC1 | -11 | 2.2 |
| 14 | COc1ccc2c3c([nH]c2c1)[C@@H](CO)N(C(=O)Nc1ccc(F)cc1)CC31CN(S(=O)(=O)c2ccccc2)C1 | -32 | 5.0 |

The listing picks up with the three entries that preceded the break.
| nr | structure | INS-1E GSIS act | CFTR F508del cor |
| --- | --- | --- | --- |
| 18 | NC(=O)C[n+]1cccc(C(N)=O)c1 | 2 | 1.8 |
| 19 | Cc1ccc(C2(c3ccc(C)cc3)CC2C(=O)NCc2cccnc2)cc1 (centres undefined) | -25 | 2.3 |
| 20 | Cc1c(Cl)cccc1NC(=S)NC1CCN(C(C)C)CC1 | -3 | -1.9 |
| 21 | Cc1cc(C)n2c(SCC(=O)NC3CCCCC3)nnc2n1 | 21 | -0.3 |
| 22 | CC(C)C(C(=O)NC1=NCCS1)c1ccc(Cl)cc1 (centres undefined) | 3 | 2.6 |
| 23 | COc1ccc2c3c(n(C)c2c1)[C@@H](CO)N(Cc1ccccc1)CC31CCN(C(=O)Nc2cccc(F)c2)CC1 | 0 | 0.9 |
| 24 | COc1ccc(CCN(Cc2cccs2)S(=O)(=O)c2ccc(C(=O)O)cc2)cc1OC | 21 | -1.1 |
| 25 | O=C(Cn1nnc2ccccc2c1=O)Nc1ccc(S(=O)(=O)N2CCOCC2)cc1 | -7 | 1.3 |
| 26 | COc1ccc2c(c1)[nH]c1c(Cl)ncnc12 | 20 | -1.6 |
| 27 | Cc1cc(C2=NNC(=NC3CC3)SC2)c(C)n1-c1ccccc1F | 7 | 0.9 |
| 28 | Cc1nc2cc(C(F)(F)F)ccc2n1C1CCN(CC(=O)N2CCCC2)CC1 | -7 | -2.3 |
| 29 | CC=Cc1ccc2n(c1=O)C[C@@H]1[C@@H](CO)[C@H](C(=O)NC3CCC3)N(CCC(F)(F)F)[C@H]21 (mixture of isomers) | 1 | 0.8 |
| 30 | CC(=O)c1cc(CN2CCCCC2)cc(OC(C)C)c1 | 5 | 1.6 |

| nr | structure | INS-1E GSIS act | CFTR F508del cor |
| --- | --- | --- | --- |
| 31 | O=C(c1ccccc1F)N1CCN(S(=O)(=O)c2ccc(S(=O)(=O)N3CCCCC3)cc2)CC1 | 1 | 0.4 |
| 32 | COc1ccc2c3c([nH]c2c1)[C@@H](CO)N(C(=O)C1CCCC1)CC31CCN(Cc2nccs2)CC1 | 1 | 2.4 |
| 33 | COc1cccc(S(=O)(=O)N2CCC3(CC2)CN(C(=O)Nc2ccc(F)cc2)[C@H](CO)c2[nH]c4cc(OC)ccc4c23)c1 | -8 | -0.1 |
| 34 | CC(=O)c1cc(C(=O)N2CCc3c([nH]c4ccccc34)C2C2CCCCC2)[nH]n1 (centres undefined) | 5 | 2.2 |
| 35 | OC(COCC1COc2ccccc2O1)CN1CCCCC1 (centres undefined) | -6 | 0.3 |
| 36 | C/C(N)=C(/C#N)C(=O)COC(=O)C1CCN(C(=O)c2ccc(Cl)cc2)CC1 | -11 | 1.8 |
| 37 | O=C(CCC(C(=O)O)N1C(=O)c2ccccc2C1=O)Nc1ccccc1 (centres undefined) | -8 | 1.3 |
| 38 | S=C(Nc1ccccc1Cl)NC1CC2CCCC(C1)N2C1CC1 (centres undefined) | -10 | 1.9 |
| 39 | COc1cccc(NC(=O)N2CC3(C2)[C@@H](c2ccccc2)[C@@H](CO)N3C(=O)C2CCCC2)c1 | -24 | -1.5 |
| 40 | c1cncc(CNc2nc(N3CCOCC3)nc(N3CCOCC3)n2)c1 | 24 | -2.8 |

| nr | structure | INS-1E GSIS act | CFTR F508del cor |
| --- | --- | --- | --- |
| 41 | COc1cccc(S(=O)(=O)N2CCC3(CC2)CN[C@@H](CO)c2c3c3ccc(OC)cc3n2C)c1 | -2 | -0.3 |
| 42 | Cc1occc1C(=O)NNC(=S)NCC(C)C | 2 | -3.8 |
| 43 | CCOC(=O)c1sc2nc(C)nc(SCC(=O)NC(C)CCc3ccccc3)c2c1C (centres undefined) | 2 | -1.6 |
| 44 | Cc1cc(C(=O)COC(=O)c2cccnc2Cl)c(C)n1-c1c(C)n(C)n(-c2ccccc2)c1=O | -4 | -0.2 |
| 45 | C=C(C)C1CC=C(C)/C(=N/NC(=O)C2CC2c2ccccc2)C1 (centres undefined) | -1 | -1.0 |
| 46 | Cc1ccc(N(CC(=O)NCCc2ccccc2)S(=O)(=O)c2c(C)noc2C)cc1 | -8 | -1.6 |
| 47 | CCN1[C@@H]2c3ccc(-c4cccc(F)c4)c(=O)n3C[C@@H]2[C@@H](CO)[C@@H]1C(=O)NCCCN(C)C | 6 | -1.7 |
| 48 | Cc1ccc2nsnc2c1NC(=O)CCl | 0 | 3.1 |
| 49 | CC1CCC(C(O)(C(=O)O)C2CCCCC2)CC1C (centres undefined) | 14 | 3.0 |
| 50 | NC(=O)c1c(N)sc2c1CCC2 | 0 | 0.6 |

| nr | structure | INS-1E GSIS act | CFTR F508del cor |
| --- | --- | --- | --- |
| 51 | CCOC(=O)C1CCN(c2ncnc3c2oc2ccc(Br)cc23)CC1 | 1 | 0.6 |
| 52 | CCCNC(=O)N1[C@H](CO)[C@H](c2ccccc2)[C@H]1CNC(=O)C1CCC1 | 11 | 0.6 |
| 53 | COc1ccc(NC(=S)NCc2cccnc2)cc1OC | 14 | 0.7 |
| 54 | COc1ccc2c3c([nH]c2c1)[C@H](CO)N(C(=O)Nc1cccc(F)c1)CC31CCN(S(=O)(=O)c2ccccc2)CC1 | -7 | 1.3 |
| 55 | O=C1NC[C@@H](CCCCN2C[C@H](Cc3ccc(O)cc3)N(CCC3CCCCC3)C(=O)C2=O)N(CC2CCCCC2)C1=O | -35 | 5.0 |
| 56 | O=C1CCCCC1Nc1ccc(Br)cc1 (centres undefined) | -6 | -0.7 |
| 57 | CCOc1ccc(-n2c(O)c(/C=N/c3ccnn3Cc3ccncc3)c3ccccc3c2=O)cc1 | -1 | 4.8 |
| 58 | COc1ccc(S(=O)(=O)Nc2cccc3c2O[C@@H](CN(C)S(=O)(=O)c2ccc(OC)cc2)[C@@H](C)CN([C@@H](C)CO)C3=O)cc1 | -6 | 0.3 |
| 59 | Cc1ccc(N(C)C)cc1 | 10 | 2.4 |
| 60 | Cc1cc(Cl)c2oc(C(=O)N3CCN(c4cnccn4)CC3)c(C)c2c1 | -5 | 2.2 |

| nr | structure | INS-1E GSIS act | CFTR F508del cor |
| --- | --- | --- | --- |
| 61 | CCC(=O)N1CCC2(CC1)CN(Cc1nccs1)[C@H](CO)c1c2c2ccc(OC)cc2n1C | -4 | 1.9 |
| 62 | COc1ccc2c3c(n(C)c2c1)[C@H](CO)N(C(=O)C1CCC1)CC31CCN(C(=O)CN(C)C)CC1 | 14 | -1.0 |
| 63 | Cc1c(NC(=O)C(C)OC(=O)c2ncc(Cl)c(Cl)c2Cl)c(=O)n(-c2ccccc2)n1C (centres undefined) | -2 | -2.6 |
| 64 | CCN1[C@@H]2c3ccc(C4=CCCCC4)c(=O)n3C[C@H]1[C@H](CO)[C@H]2C(=O)NC1Cc2ccccc2C1 | -5 | 1.9 |
| 65 | Cc1nonc1OCCNc1ccc([N+](=O)[O-])cc1 | 0 | 1.0 |
| 66 | CC(C)COC(=O)COc1cc(Cl)c(Cl)cc1Cl | -6 | 1.6 |
| 67 | CC1CCN(CC(=O)Nc2ccc(Cl)cc2[N+](=O)[O-])CC1 | -5 | -1.4 |
| 68 | Cn1c(=O)c2ccccc2n(C)c1=O | 4 | -3.0 |
| 69 | CCCNC(=O)N1CC2(CN(Cc3cccc(OC)c3)C2)c2c([nH]c3cc(OC)ccc23)[C@@H]1CO | 4 | 4.7 |
| 70 | N#C/C(=C1/CCCCCN1)c1nnc2n1CCCCC2 | 3 | -3.2 |

| nr | structure | INS-1E GSIS act | CFTR F508del cor |
| --- | --- | --- | --- |
| 71 | CCS(=O)(=O)c1ccc2oc(SCC(=O)N3CCCCC3)nc2c1 | 1 | 1.7 |
| 72 | COc1ccc(C=NN=C2c3ccccc3-c3ccccc32)cc1OC | 14 | 2.3 |
| 73 | Cc1c(Cl)cccc1NC(=O)NCc1ccc(F)cc1 | 7 | 5.2 |
| 74 | CCCC(=O)N1CC2(C1)CN(C(=O)C1CCCCC1)[C@@H](CO)c1[nH]c3cc(OC)ccc3c12 | 11 | 0.4 |
| 75 | O=C(Cc1ccccc1)Nc1cccnc1 | 4 | 0.1 |
| 76 | CC(=O)N(C(C)=O)n1c(/C=C/c2cccc([N+](=O)[O-])c2)nc2ccccc2c1=O | -8 | -1.8 |
| 77 | FC(F)(F)c1nc(=S)c2ccccc2[nH]1 | 0 | 2.8 |
| 78 | CC(C)=CCN1CCN(Cc2ccc3nsnc3c2)CC1CCO (centres undefined) | 6 | 0.6 |
| 79 | CC(=O)NC(=S)Nc1sc2c(c1C(N)=O)CCC(C)C2 (centres undefined) | -3 | -1.8 |
| 80 | COC(=O)[C@@]1(Cc2ccc(OC)cc2)[C@H]2c3cc(C(=O)N4CCCC4)n(Cc4ccsc4Br)c3C[C@H]2CN1C(=O)c1ccccc1 | -32 | 4.2 |

| nr | structure | INS-1E GSIS act | CFTR F508del cor |
| --- | --- | --- | --- |
| 81 | Nc1ncnc(N)c1NC(=O)c1ccc(OCc2ccccc2)cc1 | -3 | 1.7 |
| 82 | Oc1ccccc1N1CCN(CC(O)COCc2ccccc2Cl)CC1 (centres undefined) | -1 | -1.0 |
| 83 | COc1cccc(NC(=O)CN2CCSc3ccccc32)c1 | 9 | 2.6 |
| 84 | COc1ccc2c3c(n(C)c2c1)[C@H](CO)N(C(=O)C1CC1)CC31CN(Cc2cccc(F)c2)C1 | -1 | 1.2 |
| 85 | CC(C)C(NC(=O)CNC(=O)OC(C)(C)C)C(=O)NCc1ccc(Cl)cc1 (centres undefined) | 19 | -3.7 |
| 86 | CCOC(=O)[C@]12CCCC=C1N(Cc1ccco1)C(=O)[C@H](CC(=O)NCc1ccccc1)C2 | -4 | -0.6 |
| 87 | COc1c2ccccc2c(OC)c2ccccc12 | -1 | 2.6 |
